High-throughput results deposited in PubChem by National Center for Advancing Translational Sciences (NCATS).
IL-1B inflam inh = qHTS for Inhibitors of Inflammasome Signaling: IL-1-beta AlphaLISA Primary Screen. THP-1 LPS/ATP IL-1B secretion, AlphaLISA, 16 h; stronger effect = lower value. activity change, % at 57.5 µM. actives 4.7% (n = 360,000). AID 743279, 2014; in the data active = activity change below about -50%; inconclusive = mostly about -30% to -49%; note: % is set by controls: 0 for no effect and ±100 for the full control effect
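THP-1 cells pretreated 1 hr with compounds (up to 57.5 uM final), then stimulated with LPS (250 ng/mL final) plus ATP (1.25 mM final); secreted IL-1B measured by AlphaLISA after 16 hr, decreased signal indicating inhibition.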
HepG2 tox = qHTS for Inhibitors of TGF-b: Cytotox Counterscreen. Potency, µM (titrated, usually from 46.1 µM), for inactives: at the highest dose activity change, negative = cytotoxicity, hits mostly cytotoxic. HepG2 CAGA-GFP viability, ATP luminescence, 18 h. actives 0.76% (n = 410,000). AID 588856, 2011; note: potency is the fitted concentration of half-maximal effect; some results filed as inactive show a strong effect at the top dose
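CellTiter-Glo luminescence gave cytotoxicity after 18 hours at 37 degrees C. The cells were HepG2 CAGA-GFP in 1% FBS DMEM, stimulated with 500 pg/mL TGF-beta after compound addition. %Activity was normalised to no-cell wells (complete cell-killing) and DMSO (no toxicity), and curves were fitted and classified.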
KB-3-1 cytotox = qHTS assay for MDR1-selective chemotherapeutics: Primary screen using the parental adenocarcinoma cell KB-3-1; KB-3-1 viability, CellTiter-Glo ATP luminescence, 72 h; Potency, µM (top dose mostly 46.1 µM), without a hit: top-dose activity change, negative = cytotoxic, hits mostly cytotoxic; actives 1.4% (n = 400,000); AID 1347075, 2019; note: potency is the fitted concentration of half-maximal effect; % is set by controls: 0 for no effect and ±100 for the full control effect; nearly all actives have a fitted effect of over 60% in size
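Viability of parental KB-3-1 cells, measured by CellTiter-Glo luminescence, followed a 72 h incubation at 37 °C with pinned compounds in phenol-red-free DMEM containing 10% FBS.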
HT1080 IDH1KD tx = qHTS for induction of synthetic lethality in tumor cells producing 2HG: qHTS for the HT-1080-IDH1KD cell line | actives 2% (n = 360,000) | HT-1080 IDH1 knockdown viability, ATP luminescence, 48 h | Potency, µM (highest dose often 46.1 µM), inactives show top-dose activity, negative = toxicity, hits mostly cytotoxic | AID 686971, 2013;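 note: potency is the fitted concentration of half-maximal effect; 0% = DMSO wells and -100% = cell-free medium wells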
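Knockdown cells (IDH1KD HT-1080) received compounds 2 h after plating at 750 cells/well and were kept 48 h at 37 °C in 5% FBS RPMI. A CellTiter-Glo luminescence read gave % activity for curve fitting.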
HT1080-NT tox = qHTS for induction of synthetic lethality in tumor cells producing 2HG: qHTS for the HT-1080-NT fibrosarcoma cell line; HT-1080-NT fibrosarcoma viability, CellTiter-Glo ATP luminescence, 48 h; Potency, µM (highest dose often 46.1 µM), inactives show at the highest dose activity, negative = less viability, most hits filed as cytotoxic; actives 1.6% (n = 360,000);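 note: NT is the 2HG producing partner of a matched IDH1 knockdown line; potency is the fitted concentration of half-maximal effect; 0% = DMSO-treated cells and -100% = media-only wells without cells; nearly all actives have a fitted effect of over 55% in size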
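Luminescent CellTiter-Glo readout after 48 hours of compound exposure at 37 degrees C defined viability of HT-1080-NT cells. Activity was normalized to DMSO wells and cell-free media wells; concentration-response curves were fitted and assigned curve classes.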
MCF10A rereplic = A quantitative high throughput screen for small molecules that induce DNA re-replication in MCF 10a normal breast cells. MCF 10A DNA re-replication, Hoechst nuclear intensity, 48 h. Potency, µM (doses to about 46.1 µM), without a hit: at the top dose activity, positive = re-replication, most hits filed as activators. actives 2.9% (n = 350,000). AID 624296, 2012; note: potency is the fitted concentration of half-maximal effect; % of control where 0% means no effect; nearly all actives have a fitted effect of over 50% in size
S2 tox = Viability Counterscreen for Primary qHTS for Inhibitors of ATXN expression; S2 cells (HEK-293 line with an ATXN2-luciferase reporter) viability, CellTiter-Fluor protease fluorescence, 24 h; Potency, µM (highest dose often 56.7 µM), usual class: cytotoxic; actives 0.49% (n = 400,000); AID 651635, 2014; note: potency is the fitted concentration of half-maximal effect; nearly all actives have a fitted effect of over 40% in size
ATXN2 expr inh = Primary qHTS for Inhibitors of ATXN expression; HEK-293 ATXN2-luciferase reporter, luminescence, 24 h; Potency, µM (titrated, usually from 57 µM), for the others: at the highest dose activity change, negative = inhibition, hits mostly inhibitors; actives 0.72% (n = 360,000); note: potency is the fitted concentration of half-maximal effect; % is set by controls: 0 for no effect and ±100 for the full control effect; nearly all actives have a fitted effect of over 55% in size
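ATXN2-luciferase reporter cells (luciferase flanked by upstream and downstream ATXN2 gene portions) were treated 24 h at 37 °C with compounds at up to 57 uM. SteadyGlo luminescence gave expression; GF-AFC fluorescence gave viability.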
SW480 rerep = A quantitative high throughput screen for small molecules that induce DNA re-replication in SW480 colon adenocarcinoma cells; SW480 DNA re-replication, Hoechst DNA content imaging, 48 h; Potency, µM (series often up to 46.1 µM), inactives show top-dose re-replication activation, hits mostly activators; actives 1.8% (n = 340,000); note: potency is the fitted concentration of half-maximal effect; % of control where 0% means no effect; nearly all actives have a fitted effect of over 55% in size
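250 cells/well; 23 nL cpd via pin tool; 48 hr, 37 C, 5% CO2; Hoechst 40 min; imager read of total nuclear intensity, ex 405/em 500-530 nm.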
An asterisk follows results filed as active; i = inactive; ? = inconclusive; . = no result given; & = joins results of further samples; [ ] = remark or other dose. Unless noted, calls come from the whole dose curve; as a rule, active = well fitted curve in the direction sought with a large enough effect; inconclusive = small, poorly fitted or top-dose-only effect, or another doubt; inactive = no such curve, though single readings can be large; an effect the other way counts as inactive or inconclusive.

SMILES | IL-1B inflam inh | HepG2 tox | KB-3-1 cytotox | HT1080 IDH1KD tx | HT1080-NT tox | MCF10A rereplic | S2 tox | ATXN2 expr inh | SW480 rerep
COc1ccccc1Nc1nc(N)nc(CN2CCc3ccccc3C2)n1 | -5 | -48% | -1% | 1% | -1% | 7% | i | -3% | 2%
COc1cc(OC)cc(C(=O)NCCC(c2ccccc2)c2ccccc2)c1 | -12 | -30% | -13% | 0% | -1% | -8% | i | . | -9%
C=CCn1c(SCC(=O)NC(=O)NC2CCCC2)nnc1C1CCCCC1 | 6 | -7% | 7% | 4% | 2% | 16% | ? | -37% | -12%
Cc1ccc(C)c(C(=O)N2CCN(c3ncccn3)CC2)c1 | 47 | -10% | 10% | -10% | 4% | -6% | i | 1% | -6%
CCOCCN1CCN(c2c(C)c(C)nc3cc(-c4cc(OC)cc(OC)c4)nn23)CC1 | ? | -24% | -7% | -10% | ? | 0% | i | -24% | 7%
O=C(CN1CCN(c2ccccc2F)CC1)NC(=O)NCc1ccccc1 | -18 | -32% | 6% | -1% | -1% | 3% | i | . | ?
Cc1[nH]nc2c1C1(C(=O)Nc3ccc([N+](=O)[O-])cc31)C(C#N)=C(N)O2 (stereo not given) | -8 | 10% | 7% | -20% | -3% | -178%[0.0737 µM] | i | -23% | -4%
CCNC(=O)C1(C)CCN(C(=O)c2ccccc2OC)C1 (stereo not given) | 22 | 2% | 0% | 15% | 27% | . | i | 1% | .
COc1ccc(NC(=O)CSc2nc3nc(C)c(Cc4ccccc4Cl)c(C)n3n2)cc1OC | . | 5% | 12% | . | . | . | ? | -12% | .
Cc1ccc(C)c(NC(=S)NNC(=O)c2csc3c2CCC(C)C3)c1 (stereo not given) | ? | -16% | ? | ? | ? | -6% | i | 1% | 0%
COc1cc(C2C3=C(COC3=O)Oc3cc4c(cc32)OCO4)cc(OC)c1O (stereo not given) | 15 | -2% | ? | ? | 0.46µM* | ? | ? | -2% | ?
CCCCNC(=O)c1nc(C2CCN(S(=O)(=O)c3cccc(C(F)(F)F)c3)CC2)oc1-c1cccc(C(F)(F)F)c1 | 1 | -33% | 0% | 20% | ? | . | i | 8% | .
COc1cc(C=O)ccc1OCc1ccncc1 | 0 | -10% | 0% | -1% | 0% | -6% | i | 6% | -16%
CCC(C(=O)Nc1c(C)cccc1C)n1c(-c2cc(C)cs2)nc2ccccc21 (stereo not given) | -9 | . | -11% | -20% | ? | . | . | . | .
Cc1ccc(NC(=O)C(CC(C)C)NC(N)=O)cc1Cl (stereo not given) | 24 | -3% | -2% | -2% | 0% | 5% | i | 6% | -4%
COc1ccc(NC(=O)C2CCC(C(C)(C)C)CC2)cc1S(=O)(=O)N1CCOCC1 (stereo not given) | 35 | -20% | ? | -24% | -3% | 18% | i | -30% | 0%
C=CCc1c(N(CC)CC)nc(C)[nH]c1=O | 20 | 8% | 13% | 7% | 11% | -3% | i | 5% | ?
CCCCCCOC1(c2ccccc2)OC(=O)c2ccccc21 (stereo not given) | -5 | -26% | -11% | 0% | 5% | 12% | i | 1% | -4%
Cc1ccc(NC(=O)CN2C(=O)c3ccccc3C2=O)cc1 | 6 | 4% | 0% | 22% | 12% | -2% | i | 0% | -1%
CCN(c1ccccc1)S(=O)(=O)c1ccc(F)c(C(=O)O)c1 | 14 | 6% | -15% | 17% | 1% | 15% | i | -4% | 2%

The list goes on (five carried over from the part before).
SMILES | IL-1B inflam inh | HepG2 tox | KB-3-1 cytotox | HT1080 IDH1KD tx | HT1080-NT tox | MCF10A rereplic | S2 tox | ATXN2 expr inh | SW480 rerep
COc1ccc(NC(=O)C2CCC(C(C)(C)C)CC2)cc1S(=O)(=O)N1CCOCC1 (stereo not given) | 35 | -20% | ? | -24% | -3% | 18% | i | -30% | 0%
C=CCc1c(N(CC)CC)nc(C)[nH]c1=O | 20 | 8% | 13% | 7% | 11% | -3% | i | 5% | ?
CCCCCCOC1(c2ccccc2)OC(=O)c2ccccc21 (stereo not given) | -5 | -26% | -11% | 0% | 5% | 12% | i | 1% | -4%
Cc1ccc(NC(=O)CN2C(=O)c3ccccc3C2=O)cc1 | 6 | 4% | 0% | 22% | 12% | -2% | i | 0% | -1%
CCN(c1ccccc1)S(=O)(=O)c1ccc(F)c(C(=O)O)c1 | 14 | 6% | -15% | 17% | 1% | 15% | i | -4% | 2%
CC1Cc2ccccc2N1C(=O)C1CCCN(S(=O)(=O)c2cccc3cccnc23)C1 (stereo not given) | 19 | -31% | ? | -14% | -9% | 0% | ? | ? | ?
CCn1c(=O)c2sccc2n(CC(=O)NC2CCCC2)c1=O | 16 | 11% | 13% | 12% | 7% | 0% | i | -1% | -3%
CCCCCCSc1cc(-c2nc3cc(C)ccn3c2NCCCC)ccc1OC | -87* | -50% | -8%&-1% | 23µM* | 26µM* | ? | . | ? | 11%
CSCC[C@H](NC(=O)N1CCn2c1nc1ccccc12)C(=O)NCC1CCCO1 (stereo not given in full) | 0 | 17% | -9% | -5% | -1% | 0% | i | 0% | -38%[inhibitor]
O=C(C=CC(=O)Nc1ccc(F)cc1F)Nc1ccc(F)cc1F | 37 | 10% | 12% | ? | 8% | . | i | 8% | .
O=[N+]([O-])c1cccc(-c2cnc3ccccc3n2)c1 | 28 | 5% | -1% | 9% | 19% | -4% | i | . | -25%
COc1cccc(NC(=O)NNC(=O)C(C)Oc2ccc3ccccc3c2)c1 (stereo not given) | -22 | 2% | 23% | -6% | 8% | 3% | i | -2% | -5%
CC1(C)CC(=O)C2=C(C1)OC(N)=C(C#N)C2c1ccoc1 (stereo not given) | 19 | 1% | 13% | 2% | 3% | 0% | i | 1%[11.3 µM] | 3%
Cc1ccc(-n2ncc3c(NNC(=O)Cc4ccccc4)ncnc32)cc1 | 0 | -4% | 15% | -9% | -8% | 23µM* | i | 6% | -17%
COc1ccc(Nc2nnc(SC(C(=O)Nc3ccc(OC)c(Cl)c3)c3ccccc3)s2)cc1 (stereo not given) | -10 | -19% | -9% | -21% | -9% | -1% | i | 3% | 8%
O=S1(=O)N=C(N2CCN(Cc3ccccc3)CC2)c2ccccc21 | -1 | -28% | -11% | -29% | -2% | -5% | i | 9% | 0%
CCOc1ccc(CCNC(=O)CS(=O)Cc2nc(-c3ccc(OC)c(OC)c3)oc2C)cc1OCC (stereo not given) | -18 | -17% | 1% | 0% | -5% | -2% | i | . | -5%
C=CCNC(=O)COC(=O)c1ccc(Sc2nncn2C)c([N+](=O)[O-])c1 | -20 | -16% | 11% | -10% | -3% | 6% | i | -27% | 0%
Cc1[nH]nc2c1C(c1ccoc1)C(C#N)=C(N)O2 (stereo not given) | ? | -22% | 5% | -12% | 6% | 2% | ? | -14% | -2%
COc1cc(CN2C[C@@H](CO)O[C@@H](n3cnc4c(NCc5ccc(F)cc5)ncnc43)C2)cc(OC)c1OC | -69* | 0% | 0% | 2% | 7% | . | i | 12% | .
CN(C#N)c1nccc(-c2cccs2)n1 | 3 | -1% | 0% | 18% | 1% | -2% | i | . | -52%[inhibitor]
O=C(O)c1ccn2c(C(=O)c3ccccc3)c(-c3ccccc3)cc2c1 | 9 | -54% | 18% | ? | -26% | ? | i | 26% | 22%
COC(=O)/C(C#N)=C(/Nc1ccc(F)c(Cl)c1)C(F)(F)F | 2 | 8% | 12% | 15% | 12% | ? | i | 3% | 12%
CCOc1ccc(CN(C)C(=O)CNC(=O)C2CCCCC2)cc1 | 0 | 4% | 0% | -5% | 1% | 12% | i | -8% | ?
O=C(CSc1nc(-c2ccncc2)nn1CC(=O)N1CCCCC1)NC1CCCC1 | 6 | -18% | -3% | 11% | -4% | ? | i | -4% | -7%
O=C1CN(C(=O)COC(=O)c2ccccc2NCc2ccco2)c2ccccc2N1 | 0 | -4% | 0% | -1% | -7% | 8% | i | 3% | 5%
COc1ccc(OCC(=O)N2c3ccc(C)cc3C3CN(C)CCC32)cc1 (stereo not given) | 6 | 1% | -4% | 0% | -15% | -5% | i | -26%[11.3 µM] | 14%
CC1CN(C(=O)CSc2nc(N)c(NC(=O)c3ccc(C(F)(F)F)cc3)c(=O)[nH]2)CC(C)O1 (stereo not given) | -20 | -13% | 9% | 12% | 9% | . | i | . | .
COc1ccc(-c2n[nH]c(=S)n2Cc2ccccc2)cc1OC | 11 | 6% | 5% | 0% | 1% | 0% | i | -20% | -6%
Cc1scc(C(=O)NNC(=S)NC(C)c2ccccc2)c1C (stereo not given) | -6 | -7% | 6% | 9% | 12% | 12% | i | 5% | 0%
CC(NC(=O)C(=O)NCCN1CCN(C(=O)c2ccc([N+](=O)[O-])cc2)CC1)c1ccccc1 (stereo not given) | 26 | 4% | 3% | 3% | 4% | 13% | i | 2% | -6%
COc1ccc(C(=O)NCCN2CCOCC2)c(OC)c1 | 0 | -4% | -13% | -1% | -3% | -9% | i | -4%[11.3 µM] | 2%
Cc1cc(=O)oc(C)c1C(=O)NCC(C)NC(=O)c1c(C)cc(=O)oc1C (stereo not given) | 10 | -9% | 7% | 2% | 15% | 11% | i | 1% | 5%
CCN(CC(=O)Nc1ccc2c(c1)OCCO2)C(=O)c1cc(=O)[nH]c2ccccc12 | -1 | 0% | ? | -11% | -11% | 9% | i | 4% | -1%
